SENP8 block = SENP8 protease inhibitors, primary screen, biochemical, luminescence | Sentrin-specific protease 8 (Homo sapiens), Q96LD8 | purified SENP8, Z-RLRGG-aminoluciferin cleavage | inhibition, % at 10 µM | 330,000 compounds, 1.2% hits | AID 2540, 2010
Target sequence (Q96LD8 whole entry, looked up): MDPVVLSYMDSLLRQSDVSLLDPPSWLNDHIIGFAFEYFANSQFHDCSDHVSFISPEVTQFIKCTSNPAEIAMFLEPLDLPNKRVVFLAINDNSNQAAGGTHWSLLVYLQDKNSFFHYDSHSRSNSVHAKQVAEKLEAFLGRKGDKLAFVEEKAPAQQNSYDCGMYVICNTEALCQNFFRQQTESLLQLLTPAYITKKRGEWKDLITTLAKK
Jurkat NFkB inh = inhibitors of induced NF-kB luciferase reporter, primary screen, TCR NF-kB activation inhibitor project, cell-based, luminescence, uHTS | inhibition, % at 4 µM | Jurkat, PMA/ionomycin-induced NF-kB luciferase reporter | 330,000 compounds, 0.53% hits
SENP7 inh = SENP7 protease inhibitors, primary screen, biochemical, luminescence, uHTS | Sentrin-specific protease 7 (Homo sapiens), Q9BQF6 | recombinant SENP7, Z-RLRGG-aminoluciferin luminescence, 40 min | inhibition, % at 5 µM | 330,000 compounds, 1.5% hits | AID 434973, 2010;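 active means inhibition above about 50% at the single test dose, limit read from the data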;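 further: plate controls were DMSO with enzyme for no effect and no enzyme buffer wells for full effect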
Target sequence (Q9BQF6 706-1050 limits assumed): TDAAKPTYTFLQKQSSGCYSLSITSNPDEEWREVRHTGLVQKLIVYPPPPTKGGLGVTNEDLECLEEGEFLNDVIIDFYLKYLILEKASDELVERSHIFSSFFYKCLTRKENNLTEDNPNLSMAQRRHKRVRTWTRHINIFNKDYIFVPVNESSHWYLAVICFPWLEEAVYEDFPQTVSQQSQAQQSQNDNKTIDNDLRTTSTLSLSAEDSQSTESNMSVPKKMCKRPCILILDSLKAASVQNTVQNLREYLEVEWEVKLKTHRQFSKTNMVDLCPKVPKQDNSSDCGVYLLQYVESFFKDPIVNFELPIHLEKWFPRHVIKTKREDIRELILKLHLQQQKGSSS
Apaf1 inhib = inhibitors of human Apaf-1 apoptosome, primary screen, biochemical, DEVD-Rh110 fluorescence, uHTS | reconstituted apoptosome caspase-3 activity | Apoptotic protease-activating factor 1 (Homo sapiens), O14727 | inhibition, % at 20 µM | 330,000 compounds, 0.71% hits; active means inhibition of at least 40% at 20 µM;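 further: plate controls were DMSO wells for no effect and DEVD-CHO caspase inhibitor wells for full effect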
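Material: cell-free apoptosome with Apaf-1, procaspase-3 and caspase-9; Buffer or medium: Hepes pH 7.5 with detergent and BSA; Reagent: cytochrome c trigger plus (Z-DEVD)2-Rh110 caspase-3 substrate; Times: compound with Apaf-1, dATP, procaspase-3 30 min, then 50 min reaction, room temperature; Technique: Rh110 fluorescence intensity.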
UBC13 polyUb = UBC13 polyubiquitin chain formation inhibitors, primary screen, biochemical, TR-FRET, uHTS. Ubiquitin-conjugating enzyme E2 N (Homo sapiens), P61088. inhibition, % at 20 µM. 330,000 compounds, 0.47% hits. AID 485273, 2010; in the data active means inhibition above about 45%, passing the limit was not always enough; inconclusive means no clear call, values can overlap the other calls
Target sequence (P61088 whole entry, looked up): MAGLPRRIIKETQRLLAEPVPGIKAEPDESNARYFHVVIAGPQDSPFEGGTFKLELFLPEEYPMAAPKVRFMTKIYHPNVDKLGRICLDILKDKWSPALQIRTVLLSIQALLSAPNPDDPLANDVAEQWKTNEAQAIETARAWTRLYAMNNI
HKDC1 inhibitor = HKDC1 hexokinase inhibitors, primary screen, biochemical, fluorescence, uHTS; 340,000 compounds, 0.16% hits; Q2TB90; recombinant HKDC1, G6PDH/diaphorase resazurin coupled fluorescence; inhibition, % at 20 µM;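 active means inhibition above about 35% when tested at 20 µM, limit read from the data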;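 further: plate controls were DMSO wells with enzyme for no effect and DMSO wells lacking enzyme for full effect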
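Material – in-house recombinant HK5 (HKDC1) enzyme · Quantity – HKDC1 at 5 µg/mL · Buffer or medium – pH 8.0 Tris buffer with 10 mM MgCl2 · Reagent – glucose with 1 mM ATP · Dosing – single 20 µM dose · Times – reaction time 90 min, room temperature, protected from light · Technique – resorufin fluorescence at 613 nm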
Gli-Sufu block = Gli-Sufu pathway antagonists, primary screen, luciferase luminescence, Sufu-KO-LIGHT cells, uHTS; Sufu-KO-LIGHT fibroblasts, Gli luciferase reporter luminescence; inhibition, % at 5 µM; AID 588413, 2011; 340,000 compounds, 0.74% hits;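 active means inhibition above about 55%, limit read from the data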;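 further: 0% = DMSO-treated cells and 100% = wells with medium but no cells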
697 NFkB inh = inhibitors of PMA/ionomycin-induced NF-kB reporter, 697 cells, primary screen, B-cell NF-kB inhibitor project, cell-based, luminescence, uHTS. 697 B-cell NF-kB luciferase reporter, 16 h. inhibition, % at 4 µM. 330,000 compounds, 0.33% hits; in the data active means inhibition above about 35%
An asterisk follows results filed as active; ? = inconclusive. Unless noted, no stated cut-off is given here; in the data, active means inhibition above about 50%; inactive means the rest. An unsorted share of the library; about 3.6% have a hit in one of these screens.

molecule | SENP7 inh | SENP8 block | 697 NFkB inh | HKDC1 inhibitor | Jurkat NFkB inh | UBC13 polyUb | Gli-Sufu block | Apaf1 inhib
CCOC(=O)c1c(C)[nH]c(C(=O)C(C)OC(=O)c2oc3ccccc3c2COC)c1C (stereo not given) | 5 | -1 | 13 | -2 | 0 | -1 | 25 | 2
COc1ccc(OC)c(S(=O)(=O)Nc2ccc(-c3ccc4nnc(C)n4n3)cc2)c1 | -8 | -12 | 50* | 4 | 9 | 2 | 3 | 3
CC(=O)Nc1ccc(NC(=O)/C=C/c2ccccc2)cc1 | -10 | 2 | 15 | 0 | -29 | -8 | -2 | 2
CCc1nc(Nc2ccncc2)c2oc3ccccc3c2n1 | -2 | 0 | -36 | -5 | 8 | 12 | 22 | -10
COC(=O)/C=C1\C(=O)N(c2nc3ccccc3s2)C(=S)N1c1ccc(F)cc1 | -7 | -6 | -42 | 10 | -59 | -9 | 18 | 30
COc1ccc(C(CNC(=O)c2ccc(S(=O)(=O)Nc3ccc(F)cc3)cc2)N(C)C)cc1 (stereo not given) | -5 | 3 | 11 | 3 | 4 | 11 | 30 | 1
CN(C)S(=O)(=O)c1cccc(NC(=O)COC(=O)COc2ccccc2[N+](=O)[O-])c1 | 10 | 5 | 16 | -3 | 0 | -8 | 1 | 8
COc1cccc(CNC(=O)C2CCCN(c3nn4c(=O)cc(C)nc4s3)C2)c1OC (stereo not given) | 7 | 6 | 7 | -4 | -3 | 0 | 4 | -3
COCC(=O)NCCNc1nc2ccc(C)cc2cc1C | 7 | -2 | -7 | -6 | 1 | -1 | 2 | 0
Cc1[nH]n(-c2ccccc2)c(=O)c1C=Nc1ccc(S(=O)(=O)N=C(N)N)cc1 | 7 | 0 | 13 | 10 | 1 | -4 | -9 | -9
CS(=O)(=O)Nc1ccc(C(=O)NCc2cccnc2)cc1 | 7 | -1 | 5 | -7 | -1 | 0 | -1 | -11
Nc1nonc1N/N=C/c1c(O)ccc2ccccc12 | 6 | -12 | -6 | 13 | 3 | 38 | -5 | 23
Cc1cccc(OCC(=O)NCC(=O)N/N=C/c2cc(Br)ccc2OCc2ccccc2)c1 | -1 | -8 | -19 | -5 | -29 | -18 | -11 | 24
CC(=O)N1c2ccc(S(=O)(=O)N3CCC(C(=O)Nc4cccc(C)c4C)CC3)cc2CC1C (stereo not given) | -6 | 0 | 23 | -3 | 9 | 9 | -7 | -6
Cc1cccc(NC(=O)c2cc(S(=O)(=O)N3CCCC3)cn2C)c1 | 8 | -3 | 13 | -2 | -5 | 6 | 0 | 12
COc1ccc(N2CCC(CNS(=O)(=O)c3cccc(C(F)(F)F)c3)C2)cc1 (stereo not given) | -1 | -2 | 12 | -3 | -6 | 6 | 7 | 14
CN1C(=O)C(CC(=O)NC2CCCCC2)N(C)C1=O (stereo not given) | -1 | 0 | 5 | -2 | -8 | 3 | 17 | -5
O=C(c1ccncc1)c1ccc(N2CCN(C3CC(=O)N(Cc4cccs4)C3=O)CC2)cc1 (stereo not given) | 4 | -6 | -19 | 8 | 7 | 2 | -2 | -4
CC1CCC2(CC1)NC(=O)N(CC(=O)N(Cc1ccccc1)C(C)(C)C)C2=O (stereo not given) | 15 | -2 | 4 | -8 | -8 | 7 | 3 | 4
CCCN(CCC)C(=O)c1cc(S(=O)(=O)N2CCCCC2)c[nH]1 | -5 | 0 | 2 | -7 | -6 | 4 | 3 | 5
C/C(=N\OCC(=O)NC(C)C)c1cccs1 | -1 | -1 | 0 | 3 | 1 | 6 | 11 | -6
Cc1c(Cl)c([N+](=O)[O-])nn1Cc1ccc(C(=O)Nc2ccc(Cl)cn2)o1 | -2 | -6 | 2 | 5 | 10 | 13 | 0 | 8
CCOC(=O)c1c(/N=C/N(C)C)sc(C=O)c1-c1ccccc1 | -4 | -14 | 14 | -13 | -5 | -7 | -7 | 1
Cc1ccccc1C(=O)N(C)Cc1ccccc1 | -6 | -6 | 12 | -5 | -6 | -12 | 7 | -1
CC(=O)Nc1ccc(Br)c(Cl)c1 | -3 | -16 | 12 | -2 | 8 | -5 | 6 | 14
CC12CCC(C(=O)N(NC(=O)c3ccccc3Cl)C1=O)C2(C)C (stereo not given) | 6 | -7 | 8 | -8 | 8 | 3 | -2 | -4
Cc1ccc(S(=O)(=O)NCC(c2ccccc2)N2CCN(CCC#N)CC2)cc1 (stereo not given) | 1 | -1 | 6 | -2 | -6 | 7 | 4 | 10
O=C(CSc1nnc(Nc2ccccc2)s1)NCCN1C(=O)CSC1=O | 3 | 2 | -14 | -2 | -46 | 6 | 3 | -15
CCN(CC)S(=O)(=O)c1ccc(S(=O)(=O)Nc2c(C)nn(C)c2C)cc1 | 3 | -1 | -60 | -1 | 32 | -5 | 65* | 8
Cc1occc1C(=O)NC1CCCCCC1 | 4 | -17 | -16 | -4 | -35 | -3 | -12 | 0

One compound at a time, as listed above. Screens in order: SENP7 inh	SENP8 block	697 NFkB inh	HKDC1 inhibitor	Jurkat NFkB inh	UBC13 polyUb	Gli-Sufu block	Apaf1 inhib
Cc1c(Cl)c([N+](=O)[O-])nn1Cc1ccc(C(=O)Nc2ccc(Cl)cn2)o1 across the screens: -2	-6	2	5	10	13	0	8
CCOC(=O)c1c(/N=C/N(C)C)sc(C=O)c1-c1ccccc1 across the screens: -4	-14	14	-13	-5	-7	-7	1

More compounds follow.
molecule | SENP7 inh | SENP8 block | 697 NFkB inh | HKDC1 inhibitor | Jurkat NFkB inh | UBC13 polyUb | Gli-Sufu block | Apaf1 inhib
CC(C)(C)NCc1ccc(OCc2cccs2)cc1 | 7 | -4 | 12 | -6 | 1 | 2 | -17 | -1
CC(=O)N1CCN(C(=O)c2cccc(S(=O)(=O)Nc3ccc(C)cc3)c2)CC1 | -3 | -6 | 16 | -7 | 3 | -2 | 2 | 2
CCCCOC(=O)Cn1c(=O)c2c(nc3n2CCCCN3c2ccc(C)cc2)n(C)c1=O | 3 | 1 | -28 | 0 | 9 | -4 | 17 | 14
COc1ccc(-c2nnc(SCCOc3cccc(C)c3)n2N)cc1 | -9 | -10 | 13 | -1 | -10 | -7 | 4 | 13
COc1ccc(OC)c(NC(=O)Nc2ccc3[nH]ccc3c2)c1 | 10 | -16 | 10 | -5 | 1 | ? | 2 | -9
CCOC(=O)N1CCN(c2c(NCCCN(C)c3ccccc3)c(=O)c2=O)CC1 | 6 | 0 | -1 | 0 | 13 | -7 | 3 | 1
O=C(CCc1ccc(Oc2cc([N+](=O)[O-])cc([N+](=O)[O-])c2)cc1)N1CCCCCC1 | 5 | 3 | 11 | -1 | 8 | 4 | 13 | 8
CCN(CC)S(=O)(=O)c1cc(C(=O)Nc2cc(C)[nH]n2)ccc1Cl | -3 | -4 | -110 | 0 | -55 | -7 | -48 | 3
CC(Sc1nc(N)cc(=O)[nH]1)C(=O)N1CCOCC1 (stereo not given) | 2 | 0 | 6 | -1 | 16 | 6 | -7 | 3
COC(=O)c1ccc2c(=O)[nH]c(COC(=O)c3cccc(S(=O)(=O)N4CCOCC4)c3)nc2c1 | -2 | -5 | -1 | -1 | 8 | 0 | -5 | 9
CCOc1cc(N2CCOCC2)c(OCC)cc1NC(=O)Cc1cccc2ccccc12 | 7 | -5 | 4 | 4 | 9 | -3 | 13 | 32
COc1ccc(NC(=O)CCN2CCCCCC2)c(OC)c1 | -10 | -8 | 6 | -1 | -10 | -2 | 4 | -10
O=C(O)CCNc1cc2ccccc2cc1C(=O)O | 6 | 9 | -3 | 12 | 2 | -20 | 8 | 22
O=C(Nc1ccccc1)N(Cc1cccs1)C1CCCC1 | 0 | -2 | -12 | 0 | -3 | -4 | 6 | 2
CCc1ccc(N=C2N=C(N)c3ccccc32)cc1 | 1 | -13 | -28 | 0 | -7 | 4 | -31 | 10
CCOc1ccc(S(=O)(=O)NC2CC2)cc1C(N)=O | -2 | 2 | 2 | -8 | 8 | 7 | -3 | -10
CCOc1cc(NC(=S)NCC2CCCO2)c(OCC)cc1NC(=O)c1cccc(C)c1 (stereo not given) | -8 | -10 | -25 | 11 | -9 | -7 | 0 | 15
CCN(C(=O)CSc1nnc(-c2ccco2)n1CC)c1c(N)n(Cc2ccccc2)c(=O)[nH]c1=O | 4 | 1 | 17 | -1 | 2 | 12 | 1 | -9
Cn1c(N)c(C(=O)COC(=O)c2cccs2)c(=O)n(C)c1=O | 6 | 2 | -2 | 3 | -7 | 12 | 2 | 0
Cc1ccc(/C=C(\NC(=O)c2ccccc2)C(=O)NC(Cc2ccccc2)C(=O)O)cc1 (stereo not given) | -5 | -6 | 3 | -5 | 4 | -2 | -2 | 2
CCOC(=O)c1ccc(NC(=O)CSc2ccc(-c3cccnc3)nn2)cc1 | -1 | -15 | 15 | 30 | 12 | 14 | -3 | -20
CCOC(=O)C1CCN(c2c(NCCN(CC)c3ccccc3)c(=O)c2=O)CC1 | -8 | -5 | 8 | -4 | 2 | 6 | -2 | -2
Cc1ccc(S(=O)(=O)N[C@H](C(=O)OCC(=O)NC(=O)NCc2ccco2)C(C)C)cc1 | -5 | -13 | -9 | 0 | 2 | -10 | -3 | 16
O=C(NC(=S)N1CCN(C/C=C/c2ccccc2)CC1)c1cccnc1 | 9 | 3 | -10 | 1 | -8 | -9 | 4 | -7
CC1=CCC2C(=O)N(c3ccc(Br)cc3C)C(=O)C2C1 (stereo not given) | 4 | 2 | 1 | -2 | 1 | -4 | 3 | 10
CN(C)C(CNC(=O)c1cc(S(=O)(=O)N2CCOCC2)ccc1F)c1cccs1 (stereo not given) | -3 | 13 | 10 | -2 | 9 | 4 | 1 | -8
CC1O[C@@H](O[C@H](C)CC[C@@H](C)O)C(O)C[C@H]1O (stereo not given in full) | -6 | 0 | 24 | -3 | 13 | 6 | -9 | -4
COc1ccc(C(CNS(=O)(=O)c2ccc(F)cc2)N2CCN(C)CC2)cc1 (stereo not given) | 4 | 15 | 16 | -6 | -5 | 6 | 2 | 1
CCn1c(SCC(=O)Nc2ccc(N(C)C)cc2)nnc1-c1cccc(C)c1 | 1 | -4 | 13 | -8 | -13 | 7 | 3 | 6
CCOC(=O)NN1C(=O)c2ccccc2NC1c1ccc(OC)c(OC)c1 (stereo not given) | -1 | -5 | -1 | -6 | -15 | 7 | 0 | -5
S=C(NCc1ccc(Cl)c(Cl)c1)NCc1ccco1 | 10 | 0 | 3 | -3 | 14 | -1 | 6 | 10
CCOc1cc(/C=N/NC(=O)COc2nc(C)cc(COC)c2C#N)ccc1O | 3 | -15 | 10 | -6 | 1 | -1 | 0 | -4
COC(=O)[C@]1(C)N[C@H](CN(C)C(=O)C2CCCCC2)[C@@H]2C(=O)N(C)C(=O)[C@@H]21 | -1 | -3 | 6 | -1 | -10 | -14 | -57 | 12
CC(C(=O)Nc1ccc2c(c1)OCO2)N(c1ccc(Cl)cc1)S(C)(=O)=O (stereo not given) | 0 | -5 | 0 | 1 | 4 | 2 | -22 | 6

Assay outcomes deposited in PubChem by Sanford-Burnham Center for Chemical Genomics.
